Hsp70 displacement = small molecules displacing fluorescent ligand from Hsp70 – biochemical, fluorescence polarization, primary screen (AID 583) | one-dose displacement, % at 20 µM; IC50 in µM for titrated hits | Hsp70 fluorescence polarization probe displacement, mP; higher % means a stronger effect | 0.06% of 140,000 active; in the data active = displacement above about 50%;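 also: plate controls were vehicle for no effect and reference ligand for full effect; a part of the inactive calls stands beside numbers as strong as those of hits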
MKP-3 inhibition = inhibition of rat DUSP6 enzyme activity – biochemical, in vitro, primary screen (AID 425); recombinant MKP-3 phosphatase activity, fluorescence; higher % means a stronger effect; inhibition, % at 20 µM; hits with a dose series show IC50 in µM; 0.17% of 110,000 active; in the data active = inhibition above about 50%;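 also: plate controls were vehicle for no effect and reference inhibitor for full effect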
Active calls of the source: *; · = no result given; & = joins results of further samples. Only part of the results is shown; the hit share may differ from the screen's.

SMILES	Hsp70 displacement	MKP-3 inhibition
Cc1cccc(/N=C/c2c(O)n(-c3cc(Cl)ccc3N3CCOCC3)c(=O)c3ccccc23)n1	-0.4%	-1%
CCOc1ccc2nc(SCC(C)=O)sc2c1	-0.9%	2%
COC(=O)c1ccccc1NC(=O)CSc1nc(O)cc(=O)n1C1CCCC1	1.6%	-5%
COc1ccc(/C=N/NC(=O)COc2ccccc2C)cc1Cl	0.6%	3%
Cc1ccc(C(=O)CSc2nnc(Cn3nnc4ccccc43)n2C)cc1	-3.9%	-16%
CCn1cc(NC(=O)Nc2ccc(OC)c(OC)c2)c(C(N)=O)n1	0.6%	0%
CCCCN(C)CCn1c(=S)[nH]c2ncccc2c1=O	4.2%	·
COC(=O)c1cc(Br)ccc1-c1ccc(/C=N/n2nnnc2N)o1	-2.1%	2%
CCSc1nc2sc3c(c2c(=O)[nH]1)CC(C)(CC)OC3 (configuration not stated)	-0.2%	·
O=C(Nc1ccc(Cl)cc1)Nc1nnc(CSCc2ccccc2)s1	2.3%	0%
COc1ccccc1C(=O)Nc1sc2c(c1C(=O)NCc1ccco1)CCCC2	-7.2%	·
COc1cc(NC(=O)c2onc(C)c2Cl)c(OC)cc1Cl	-0.4%	-2%
O=CNC(Cc1ccccc1)C(=O)O (configuration not stated)	10%	·
COc1cccc(/C=C2\C(=O)C(=O)c3ccccc32)c1	6.4%	·
Cc1nnc(SCc2ccccc2)nc1/C=C/NOCc1ccc(Cl)cc1Cl	1.3%	·
COc1ccc(-c2nc(-c3ccccn3)no2)cc1OC	1.7%	5%
CCc1nnc(NC(=O)Nc2ccccc2OC)s1	-4.3%	-6%
COc1ccc(C(=O)Nc2ccc(C)cc2[N+](=O)[O-])cc1Cl	1.8%	2%
O=C(CC(c1ccccc1)c1ccccc1)N1CCN(c2cccc(Cl)c2)CC1	-0.9%	8%
O=C(NCCN1CCCCC1)c1ccc2c(c1)OCCO2	0.6%	-14%
O=C(c1ccc(-c2ccc(Br)cc2)o1)N1CCOCC1	2.4%	2%
COc1ccccc1-c1cc(C(F)(F)F)nc(N2CCN(c3ccccc3)CC2)n1	-0.6%	-7%
O=C(Nc1ccccc1N1CCCC1)c1cccnc1Cl	1.1%	·
COc1ccc(S(=O)(=O)N(CCc2ccccc2)CC(=O)NCc2cccnc2)cc1	-4.5%	3%
CC(=O)c1cccc(NC(=O)C2CCN(S(=O)(=O)c3ccc(C)cc3)CC2)c1	-1.7%	·
Cc1ccc(N2CCCCn3c2nc2c3c(=O)[nH]c(=O)n2C)cc1	-3.9%	5%
CCOC(=O)c1c(NC(=O)OC)sc2c1CCC2	-0.8%	4%
CC(=O)N1CCN(c2ccc(Nc3ncnc4c3oc3ccccc34)cc2)CC1	-1.5%	-4%
N#Cc1ccc(NC(=O)Nc2ccc(Cl)cc2)cc1	-0.5%	-5%
O=C(CCc1ccccc1)Nc1ccc(Cl)cn1	-0.4%&-1.6%	-20%&4%

4 entries out of the list above, ordered by the value under MKP-3 inhibition, descending:
SMILES,MKP-3 inhibition
Cc1ccc(N2CCCCn3c2nc2c3c(=O)[nH]c(=O)n2C)cc1,5%
O=C(c1ccc(-c2ccc(Br)cc2)o1)N1CCOCC1,2%
N#Cc1ccc(NC(=O)Nc2ccc(Cl)cc2)cc1,-5%
COc1ccccc1-c1cc(C(F)(F)F)nc(N2CCN(c3ccccc3)CC2)n1,-7%

More structures follow.
SMILES	Hsp70 displacement	MKP-3 inhibition
Cc1ccc(/C=N/N2CCN(Cc3ccc(Cl)cc3)CC2)o1	0.9%&1.2%	5%
O=C(Nc1ccc2nn(-c3ccc(F)cc3)nc2c1)c1ccc2c(c1)OCCO2	-3.9%	5%
O=C(NCCc1ccncc1)Nc1ccccc1Cl	1.0%	-7%
COc1ccccc1CNc1ncnc2nc[nH]c12	5.3%	-3%
O=C(NCc1cccnc1)c1cc(S(=O)(=O)N2CCCCC2)ccc1Cl	-1.2%	-24%
Cc1ccccc1NC(=O)C(=O)NCc1ccc(Cl)cc1	0.7%	-2%
CCOC(=O)C1=C(C)NC(=S)NC1c1cccc(Br)c1 (configuration not stated)	-0.7%	2%
O=C(NC1CCN(Cc2ccccc2)CC1)c1ccc(Br)cc1	0.4%	2%
CCOc1nc(C)ccc1-c1noc(C)n1	-4.4%	-2%
CC1CCN(c2nc3ccccc3nc2C(C#N)C(=O)NC2CCCCC2)CC1 (configuration not stated)	-36%	-2%
COc1cc(C2NC(=O)NC(O)(C(F)(F)F)C2C(C)=O)cc(OC)c1OC (configuration not stated)	1.4%	-3%
Cc1ccc(N2CC(C(=O)Nc3ccccc3C(=O)NC3CCCCC3)CC2=O)cc1C (configuration not stated)	4.3%	·
CC(=O)Nc1nnc(SCc2ccc(F)cc2)s1	2.3%	·
COc1ccc(NC2=CC(c3ccc(OC)cc3)N(c3ccc(OC)cc3)C2=O)cc1 (configuration not stated)	-0.3%	-3%
Cn1nc(C(=O)N2CCOCC2)c2ccccc2c1=O	-1.3%	1%
CCOC(=O)CSc1nnc(Cn2nnc(-c3ccccc3)n2)n1CC	-4.8%	-1%
CC(=O)Nc1ncc(Cc2ccc(F)cc2)s1	-3.9%	2%
CCc1ccc(NC(=O)C(C)Oc2nnc(-c3cccs3)c(-c3cccs3)n2)cc1 (configuration not stated)	-7.8%	·
CC1CCN(CCOCCOc2ccc(F)cc2)CC1	-0.8%	3%
O=c1oc(-c2ccccc2[N+](=O)[O-])nc2ccccc12	1.9%	0%
Cc1ccc(-n2ncc3c2ncn2nc(-c4ccco4)nc32)c(C)c1	1.6%	-6%
Cc1c(C(=O)OC(C)C)sc(NC(=O)c2cccc(Cl)c2)c1C#N	1.9%	3%
O=C(Nc1cccc(NC(=O)c2cccnc2Cl)c1)c1ccco1	-4.5%	·
COC(=O)c1cc(=O)n(Cc2ccc3c(c2)OCO3)c(=Nc2ccccc2)s1	0.2%	0%
COc1cc(OC)c(/C=C2\C(=O)NC(=O)N(c3cccc(C)c3)C2=O)cc1Br	-2.7%	-7%
C=CCOc1cccc(/C=N/NC(=O)C(=O)Nc2ccc(OC)cc2OC)c1	3.2%	0%
NC(=O)c1ccc(NS(=O)(=O)c2ccccc2F)cc1	-2.5%	-2%
CC1CCCCN1C(=O)CSc1nnc(-c2cccnc2)n1C1CCCCC1 (configuration not stated)	-3.8%	5%
CC1(C)C(c2ccccn2)=[N+]([O-])C(C)(C)N1O	-2.5%	1%
Cc1n[nH]c(C)c1C(=O)CC1(O)C(=O)N(CCc2ccccc2)c2ccc(Br)cc21 (configuration not stated)	-4.3%	·
CCn1cc(C(=O)NCc2ccco2)c(=O)c2cc(S(=O)(=O)N3CCc4ccccc4C3)ccc21	4.0%	7%
C=CCn1c(SCc2ccc(OC)cc2)nnc1-c1cccnc1	1.5%	3%
COC(=O)Oc1ccc2c(=O)c(-c3ccccc3OC)coc2c1	1.9%	4%
COc1ccc(NC(=O)c2c(-c3c(F)cccc3Cl)noc2C)c([N+](=O)[O-])c1	-3.5%	2%
CC1=NOC(=O)/C1=C/c1ccc(C)cc1	0.2%	1%
CCOc1ccccc1-c1n[nH]c(=S)o1	5.2%	·
CC(=O)Nc1ccc(NC(=O)Cn2cnc3c2c(=O)n(C)c(=O)n3C)cc1	3.6%	-2%
CCC(=Nc1ccccc1C)C1=C(O)CC(C)(C)CC1=O	-6.3%	0%
O=C(CN(c1ccccc1)S(=O)(=O)c1ccccc1[N+](=O)[O-])Nc1ccc(Br)cc1	-2.2%	5%
COc1ccc(-c2oc(NC(=O)c3ccc(C)cc3)c(C#N)c2-c2ccc(OC)cc2)cc1	0.4%	·
CC(Oc1ccccc1)C(=O)Nc1ccc(-c2nc3ccccc3o2)cc1 (configuration not stated)	1.0%	3%
COc1cccc(CN2CCN(C(=O)c3ccccc3)CC2)c1	-3.8%	4%
COc1ccccc1NC(=O)C(Cc1ccc(Cl)cc1)c1nn[nH]n1 (configuration not stated)	-5.4%	-7%
Cc1cnn(C(=O)c2ccccc2Br)c1	6.5%	3%
COc1ccc(S(=O)(=O)N2CCCC(C(=O)N3CCN(C)CC3)C2)cc1C (configuration not stated)	6.2%	-3%
CC(C)CNC(=O)CC(=O)N/N=C/c1ccc(C(=O)O)cc1	5.9%	0%
COc1ccc(OC)c(C(C)NC=O)c1 (configuration not stated)	3.5%&4.6%	1%&0%
CN1CCN(CC(=O)n2c3c(c4ccccc42)CCCC3)CC1	-3.3%&-2.2%	6%&4%
Clc1ccc(-c2nnc(-c3ccc4c(c3)OCO4)o2)c(Cl)c1	-5.7%	-2%
COc1ccc(-c2nnc(NC(=O)c3ccc(C)cc3)s2)cc1OC	4.3%	0%
Cc1nnc(SCC(=O)Nc2ccc(Oc3ccccc3)cc2)n1N	3.9%	8%
Cc1ccccc1C(=O)OCCCN=C1NS(=O)(=O)c2ccccc21	-2.3%	·
O=C(Nc1ccccc1C(F)(F)F)c1cc(-c2ccccc2O)on1	1.1%	-6%
CC(=O)c1ccc(N2CCN(C(=O)C3(S(=O)(=O)c4ccc(Cl)cc4)CC3)CC2)cc1	-2.7%	0%
COC(=O)c1ccc(OCCOc2ccccc2)cc1	-2.6%	·
O=C(Nc1ccccc1Cl)NC1(C(=O)N2CCCCC2)CCCCC1	-0.5%	·
CN1CCN(C(=O)c2ccccc2Oc2ccccc2)CC1	4.8%	3%
Cn1c(=O)c2c(n(Cc3ccccc3)c1=O)NC(=O)C2CC(=O)NCc1cccc(Cl)c1 (configuration not stated)	8.1%	·
CCN(CC)CCCC1(CN)OCCc2ccccc21 (configuration not stated)	-0.6%	-1%
Cc1cc2ncn(-c3ncnc4sc5c(c34)CCCC5)c2cc1C	-0.8%	·

Structures from the list above that contain a thiophene ring, fused or not (6):
SMILES	Hsp70 displacement	MKP-3 inhibition
CCSc1nc2sc3c(c2c(=O)[nH]1)CC(C)(CC)OC3 (configuration not stated)	-0.2%	·
COc1ccccc1C(=O)Nc1sc2c(c1C(=O)NCc1ccco1)CCCC2	-7.2%	·
CCOC(=O)c1c(NC(=O)OC)sc2c1CCC2	-0.8%	4%
CCc1ccc(NC(=O)C(C)Oc2nnc(-c3cccs3)c(-c3cccs3)n2)cc1 (configuration not stated)	-7.8%	·
Cc1c(C(=O)OC(C)C)sc(NC(=O)c2cccc(Cl)c2)c1C#N	1.9%	3%
Cc1cc2ncn(-c3ncnc4sc5c(c34)CCCC5)c2cc1C	-0.8%	·

Following part.
SMILES	Hsp70 displacement	MKP-3 inhibition
CC(C(=O)Nc1ncn[nH]1)N1C(=O)c2ccccc2C1=O (configuration not stated)	5.3%	·
COn1c(SCC(=O)N(C)C)nc2ccccc2c1=O	17%	-16%
CCOC(=O)C1=C(C)N=c2s/c(=C\c3ccc(N(C)C)cc3)c(=O)n2C1c1ccc(OC)c(OC)c1 (configuration not stated)	-142%	1%
Cc1ccc(NC(=S)NC(=O)c2sc3ccccc3c2Cl)cc1	2.6%	1%
COc1cc(/C=C2/C(=O)NC(=O)N(c3cccc(C)c3)C2=O)ccc1OCCOc1ccccc1	-1.3%	1%
CC(=O)Nc1cc(NC(=O)CCCC(=O)O)ccc1Cl	-1.1%	0%
O=C(c1c(F)cccc1F)N(Cc1ccccn1)C1CC1	6.3%	·
CC(NC(=O)c1ccco1)C(=O)OCc1cccc(Cl)c1 (configuration not stated)	-2.6%	-3%
COC(=O)c1c(NC(=O)CSc2nnnn2-c2ccc3c(c2)OCO3)sc(C)c1C	-3.8%	-2%
O=C(O)C1CCCCC1C(=O)NCCc1c[nH]c2ccccc12 (configuration not stated)	-3.1%	2%
Oc1cccnc1-c1ccccc1	5.9%	0%
COCCN1Cc2cccc(C(=O)Nc3cccc(C)c3C)c2C1=O	-2.9%	-8%
Cc1nc(NNC(=O)c2ccc([N+](=O)[O-])cc2)cc(-c2ccccc2)n1	-0.8%	·
COc1cc(NC(=O)c2ccc(I)cc2)c(OC)cc1Cl	2.1%	1%
COc1ccc(OC)c(NC(=O)C(C)Oc2ccccc2)c1 (configuration not stated)	-1.4%	0%
OCCCNc1nc2ccccc2n1Cc1ccccc1	-2.8%	3%
CC(=O)Nc1ccccc1NS(=O)(=O)c1ccccc1	2.0%	2%
CCC(=O)N(Cc1cc2cc(OC)ccc2[nH]c1=O)c1ccccc1C	3.7%	2%
CCOc1nc2ccccc2nc1C	3.1%	·
Cc1ccc(-c2n[nH]c(=S)n2-c2ccccc2C)cc1	-0.2%	2%
Cc1ccc(NC(=O)CSc2nc3ccccc3s2)c([N+](=O)[O-])c1	1.3%	1%
CC(C)(C)c1nnc2sc(SCC(=O)c3ccccc3)nn2c1=O	1.8%	-6%
COc1ccc(C(=S)N2CCCC2)c(OC)c1	0.2%	-2%
CC1=CC(=O)C=CC1(C)C(Cl)(Cl)Cl (configuration not stated)	-3.7%	·
Cc1ccc(S(=O)(=O)Nc2ccc3c(c2)ncn3C(C)(C)C)cc1	1.3%	-6%
Cc1cc(C#N)c(C)n1-c1cc(S(=O)(=O)N2CCOCC2)ccc1N1CCCC1	-5.7%	·
CCOC(=O)c1cnc(Sc2ccc([N+](=O)[O-])cc2[N+](=O)[O-])nc1N	2.8%	0%
COc1cccc(-c2cc(C(=O)N3CCCc4ccccc43)no2)c1	-0.3%	-3%
CCOC(=O)c1c(NC(=O)CSc2nnc(CNC(=O)c3ccco3)n2C)sc2c1CCC2	0.3%	2%
CCn1cc(C(=O)N2CCN(C3CCCCC3)CC2)c2cc(OC)c(OC)cc2c1=O	-3.1%	5%
CCn1c(COc2ccccc2)nnc1SCC(=O)CC(=O)Nc1ccccc1OC	-3.6%	-9%

Screening data deposited in PubChem BioAssay by Sanford-Burnham Center for Chemical Genomics.
